ALOX12 inhib = blocks human 12-lipoxygenase activity; 150,000 compounds, 0.12% hits; Potency, µM (highest dose often 57.1 µM), for inactives: at the highest dose activity change, negative = inhibition, most hits filed as inhibitors; purified 12-hLO, xylenol orange hydroperoxide absorbance; note: potency is the fitted concentration of half-maximal effect; nearly all actives have a fitted effect of over 55% in size; many of its hits are not listed in these tables
Target sequence (P18054 whole entry, looked up): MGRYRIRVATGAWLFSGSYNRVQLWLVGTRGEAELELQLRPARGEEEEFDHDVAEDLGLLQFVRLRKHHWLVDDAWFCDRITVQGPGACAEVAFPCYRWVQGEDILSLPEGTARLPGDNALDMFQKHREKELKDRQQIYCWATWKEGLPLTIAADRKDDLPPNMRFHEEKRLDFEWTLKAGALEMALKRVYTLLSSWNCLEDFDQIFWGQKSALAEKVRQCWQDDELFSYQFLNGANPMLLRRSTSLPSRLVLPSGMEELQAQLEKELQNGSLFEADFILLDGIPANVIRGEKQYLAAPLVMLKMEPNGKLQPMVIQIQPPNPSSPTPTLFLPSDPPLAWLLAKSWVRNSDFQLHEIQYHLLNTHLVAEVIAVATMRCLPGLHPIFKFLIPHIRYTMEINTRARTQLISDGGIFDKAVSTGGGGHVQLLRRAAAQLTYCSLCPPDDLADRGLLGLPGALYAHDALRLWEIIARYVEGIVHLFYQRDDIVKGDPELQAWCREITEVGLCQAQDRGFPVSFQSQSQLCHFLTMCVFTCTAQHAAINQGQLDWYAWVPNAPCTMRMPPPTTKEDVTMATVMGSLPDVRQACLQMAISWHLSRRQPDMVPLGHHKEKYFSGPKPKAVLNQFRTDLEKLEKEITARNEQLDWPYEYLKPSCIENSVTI
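Purified human 12hLO (150 nM final) was preincubated with compounds for 15 min at room temperature in 25 mM Hepes pH 7.0, 0.01% Triton X-100, then reacted with 40 uM arachidonic acid for 30 min. Hydroperoxide was detected with ferrous iron/xylenol orange.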
PNC assembly inh = inhibitors of perinucleolar compartment assembly; activity change (PNC), negative = inhibition, % at 10 µM; PC3M PTB-GFP, PNC prevalence imaging, 16 h; hits give low values; 140,000 compounds, 3.1% hits;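 active = readout at or below -70, meaning at least 70% loss of cells showing the perinucleolar compartment, a nuclear body marking cancer cells; inconclusive = readout between -30 and a set limit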;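 note: plate controls were DMSO wells for no effect and camptothecin positive control wells for full effect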
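Compounds are pinned in duplicate onto adhered PC3M cells stably expressing GFP-tagged PTB and incubated 16 h at 37 C. Cells are then fixed, nuclei stained with Hoechst, and PNC-positive cells counted.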
ALOX15B inhib = inhibitors of human 15-lipoxygenase 2 (ALOX15B). O15296. purified 15hLO-2, xylenol orange hydroperoxide absorbance. Potency, µM (series often up to 57.1 µM), without a hit: top-dose activity change, negative = inhibition, most hits filed as inhibitors. 110,000 compounds, 0.56% hits. AID 881; note: potency is the fitted concentration of half-maximal effect; nearly all actives have a fitted effect of over 60% in size; many of its hits are not listed in these tables
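Enzyme 50 nM, AA 45 uM, 25 mM Hepes pH 7.5 + 0.01% Triton X-100; cpd preinc 15 min RT, rxn 90 min RT; stop/detect with 200 uM XO + 300 uM Fe(II) in 50 mM H2SO4, 30 min; A573/A405.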
IMPase cell inh = IMPase inhibition in cells. inhibition (IP1 accumulation), % at 46.1 µM. 120,000 tested, under 10 active. P97697. CHO-M1 cells, IP1 accumulation, HTRF TR-FRET ratio; active = well fitted curve in the direction sought with a large enough effect in the signal ratio, not every such curve was filed as active; inconclusive = small, poorly fitted or top-dose-only effect, or a change in a side signal; inactive = no such curve, though single readings can be large or run the other way; the % refers to the signal ratio;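 note: cells stimulated with carbachol in lithium chloride buffer; plate controls were DMSO basal wells for no effect and reference inhibitor wells for full effect; higher means more IMPase inhibition seen as more IP1 and lower FRET ratio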
Target sequence (P97697 whole entry, looked up): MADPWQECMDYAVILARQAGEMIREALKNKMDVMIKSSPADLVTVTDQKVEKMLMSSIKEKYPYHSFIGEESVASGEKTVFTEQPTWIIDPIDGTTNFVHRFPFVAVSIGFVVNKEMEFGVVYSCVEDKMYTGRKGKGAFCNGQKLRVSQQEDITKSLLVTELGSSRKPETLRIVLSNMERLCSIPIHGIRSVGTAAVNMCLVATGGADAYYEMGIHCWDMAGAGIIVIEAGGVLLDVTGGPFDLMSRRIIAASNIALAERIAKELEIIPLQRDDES
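Seeded CHO-M1 cells were dosed with compound at up to 46 uM, stimulated with carbachol for 30 min, then lysed in IP-One detection reagents. Higher IP1 lowers the TR-FRET signal.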
Active calls of the source: *; ? = inconclusive; . = no result given; & = joins results of further samples; [ ] = dose if it differs, or a comment. Unless noted, calls come from the whole dose curve; as a rule, active = well fitted curve in the direction sought with a large enough effect; inconclusive = small, poorly fitted or top-dose-only effect, or another doubt; inactive = no such curve, though single readings can be large; an effect the other way counts as inactive or inconclusive. Unless noted, % is set by controls: 0 for no effect and ±100 for the full control effect.

SMILES	ALOX12 inhib	PNC assembly inh	ALOX15B inhib	IMPase cell inh
COc1ccc(CN2C(=O)CCC2(C)C(=O)NC2CCCCCC2)cc1 (stereo not given)	0%	-1	7%	1
CC1CC(C)CN(C(=S)NC2CCCCC2)C1 (stereo not given)	2%	13	.	.
CCCC(=O)Nc1nnc(SCC(=O)NCc2cccs2)s1	-3%	69	7%	1
O=C(CC1Sc2ccccc2NC1=O)OCC(=O)N1CCc2ccccc21 (stereo not given)	-4%	3	-8%	4
COC(=O)c1cc2ccccc2c(-c2c(OC)c(C(=O)OC)cc3ccccc23)c1OC	-4%	53	-7%	6
Cc1ccc(F)cc1NC(=O)c1ccc2c(c1)OCO2	-14%	-22	-4%	-1
Cc1n[nH]c(=S)n1/N=C/c1ccc(OCc2ccc(Cl)cc2Cl)cc1	-5%	?	.	.
CNC(=S)NCCC(c1ccccc1)c1ccccc1	-6%	26	.	.
COC(=O)C1=C(C)N(C)C(C)=C(C(=O)OC)C1c1cccc(Br)c1	-1%	20	-3%	6
CNC(=S)Nc1ccc(C)cc1	-2%	32	.	.
CCOc1ccc(C(C)(O)CN2CCOCC2)cc1 (stereo not given)	5%	2	5%	7
CCOC(=O)C1CCCN(Cc2nc(N)nc(Nc3ccccc3)n2)C1 (stereo not given)	3%	?	53%[activator]	6
COC(=O)c1ccccc1NC(=O)Cn1cc2c(n1)CCC(C)C2 (stereo not given)	-3%	98	.	2
CCOC(=O)c1c(C)oc2c(CC(=O)c3ccccc3)c(Cl)c(O)c(O)c12	-1%	31	.	.
COc1cccc(C2CC(c3ccc(Cl)cc3Cl)Nc3nc(N)nn32)c1 (stereo not given)	-4%	11	41%[activator]	-13
COc1ccc(-c2cc(C(=O)O)c3ccccc3n2)c(OC)c1	-14%	32	-28%	-3
O=C(O)C1CCC(N2C(=O)C3CCCCC3C2=O)CC1 (stereo not given)	-1%	?	0%	3
COc1ccc(NS(=O)(=O)c2cc([N+](=O)[O-])ccc2N/N=C\c2c(C)[nH]c3ccccc23)cc1	9%	-18	-4%	7
C=CCn1c(SC2CCOC2=O)nc2sc(C)c(C)c2c1=O (stereo not given)	-6%	-80*	.	7
Nc1nc2n(n1)C(c1cccc(Cl)c1)CC(c1ccc(F)cc1)N2 (stereo not given)	8%	12	40%[activator]	-2
O=C(COC(=O)CN1C(=O)c2ccccc2C1=O)Nc1ccc(S(=O)(=O)N2CCCC2)cc1	6%	-4	1%	4
Cc1cccc2c1CC(C)(C)N=C2C1=C(O)CCCC1=O	-4%	16	-2%	1
CC(NC(=O)c1ccc2c(c1)OCO2)C(c1cccs1)N1CCOCC1 (stereo not given)	0%	1	4%	1
O=C1CC(c2ccccc2)CC(O)=C1C=NCc1ccco1 (stereo not given)	2%	25	-2%	9
O=C1CCCC/C1=C/Nc1ccc(C(=O)O)cc1	-8%	31	-4%	-8
(more compounds)
SMILES	ALOX12 inhib	PNC assembly inh	ALOX15B inhib	IMPase cell inh
O=c1c2[nH]c3ccc(F)cc3c2ncn1CCN1CCOCC1	-1%	13	-3%	-1
Cc1nnc(NC(=O)CSc2nc(C(C)C)nc3ccccc23)s1	-3%	22	10%[11.4 µM]	?
COc1ccc(-c2cc(=O)n(-c3nc4ccccc4[nH]3)[nH]2)cc1	-1%	11	47%[activator]	14
Cc1n[nH]c(=O)nc1NCc1ccco1	10%	-8	-1%	-11
O=C(c1cnc2n(c1=O)CCS2)N1CCN(c2ccc([N+](=O)[O-])cc2)CC1	-9%	-17	-17%	?
COC(=O)c1ccccc1NC(=O)CN1CCC(n2nnc3cc(F)ccc32)CC1	-2%	?	-12%[11.4 µM]	5[1.84 µM]
Cc1[nH]c2ccc(C(=O)OCCN(C)C)cc2c1C	4%	?	11%	-1
Nc1ccc(C(=O)NCC(=O)O)cc1	5%	.	-9%	4[20.6 µM]
CCCCn1c(CCC(=O)O)nc2c1c(=O)[nH]c(=O)n2CCC	-2%	-16	3%	2
N=c1sccn1CC(=O)NCCc1ccc(Cl)cc1	1%	38	11%	26
COc1ccc(C2C(C#N)=C(N)Oc3cc(C)n(Cc4ccncc4)c(=O)c32)cc1 (stereo not given)	-8%	-13	5%	2
CCOc1ccc(NC(=O)N2CCC(C(=O)c3ccc(F)cc3)CC2)cc1	0%	-4	9%	-1
O=C(/C=C/c1cccc([N+](=O)[O-])c1)NCCSc1ccccc1	-8%	52	4%	1
O=C(COc1ccc([N+](=O)[O-])cc1)N(Cc1ccccc1)Cc1ccccc1	0%	23	.	.
COC(=O)c1cc(NC2c3ncccc3C(=O)N2Cc2ccccc2)cc(C(=O)OC)c1 (stereo not given)	-3%	18	-9%	-5
O=Cc1cn(CC(=O)N2CCOCC2)c2ccccc12	4%	?	.	2
Cc1ccc(NC(=O)COC(=O)c2ccc3c(c2)NC(=O)C2CCCN32)cc1C (stereo not given)	-10%	-24	-10%	5
O=C(Nc1cccc(O)c1)c1noc2c1CCCCC2	4%	?	-5%	5
CC1CCN(S(=O)(=O)c2cccc(C(=O)N(C)C3CCS(=O)(=O)C3)c2)CC1 (stereo not given)	-5%	-23	-3%	12
O=C(NCCc1ccccc1)C(c1cccs1)N(C(=O)c1csnn1)C1CC1 (stereo not given)	0%	-23	-8%	12
CSc1nc2c(c(=O)n1-c1ccc(F)cc1)SCC2	2%	32	.	4
O=C(COC(=O)c1ccc2ncsc2c1)Nc1ncc(Cl)cc1Cl	-2%	-95*	.	.
COC(=O)CC[C@@H](C)[C@@H]1CC[C@@H]2[C@@H]3CC[C@H]4C[C@@H](O)CC[C@@]4(C)[C@@H]3CC[C@]21C	3%[11.4 µM]	.	1%[11.4 µM]	.
CC(=O)N(C(C)=O)c1ncc2c([nH]c3ccccc32)c1C#N	3%	?	1%	7
CCC1Oc2ccccc2N(CC(=O)NCCCN2CCCCC2CC)C1=O (stereo not given)	0%	?	4%	-2

Laid out differently: entries from further up.
Molecule | ALOX12 inhib | PNC assembly inh | ALOX15B inhib | IMPase cell inh
COC(=O)c1cc(NC2c3ncccc3C(=O)N2Cc2ccccc2)cc(C(=O)OC)c1 (stereo not given) | -3% | 18 | -9% | -5
O=Cc1cn(CC(=O)N2CCOCC2)c2ccccc12 | 4% | ? | . | 2

Continuation:
SMILES	ALOX12 inhib	PNC assembly inh	ALOX15B inhib	IMPase cell inh
Cc1ccccc1-c1nnc(-c2ccccc2)o1	-2%	?	3%	-5
CCCCC(O)(CCN1CCOCC1)c1ccc(Cl)cc1 (stereo not given)	18%	41	31%[activator]	16
CCCC1CCC(=NNC(=O)OC(C)(C)C)CC1 (stereo not given)	2%	-3	.	-5
COc1ccc(-n2c(=S)[nH]c3cc(C(=O)NCCCN4CCCC4=O)ccc3c2=O)cc1OC	-4%	2	2%	7
COc1ccc(CCC(C)NCC2CCCCC2)cc1 (stereo not given)	-1%	20	.	2
CCOC(=O)c1[nH]nc(N)c1NC(=O)c1ccc(Cl)cc1Cl	-1%	20	.	8
O=C(COC(=O)c1cc(S(=O)(=O)N2CCCCC2)ccc1N1CCOCC1)NC1CCCCC1	-2%	-27	4%	7
CN1CCN(c2nc3cc(C(F)(F)F)ccc3n3cccc23)CC1	2%&-3%	.	38%&38%[activator]	-1&0
Cn1c(=O)[nH]c(=O)c2c1nc(N1CCc3ccccc3C1)n2CCSc1nc2ccccc2s1	5%	28	0%[2.29 µM]	-3
CCCOc1nc2c(c(=O)n(C)c(=O)n2C)n1CC	-6%	24	1%	4
OCCOCCOCCn1c2ccccc2c2ccccc21	3%	35	0%	17
CCOC(=O)c1c(N)sc(C(=O)N2CCCCCC2)c1C	-6%	-6	-5%	4
C[C@@H]1CCC2[C@@H](C)[C@@H](O)O[C@@H]3O[C@@]4(C)CC[C@@H]1[C@@]23OO4 (stereo not given in full)	6%	.	0%	.
Cc1cc([N+](=O)[O-])nn1CC(=O)Nc1nccs1	3%	-89*	.	.
O=C(c1cccc(F)c1)N1CCC2(CCCN(Cc3ccccc3)C2)CC1	1%	.	2%	.
COCCn1c(C)cc(C2=NNC(=Nc3ccc(Cl)cc3Cl)SC2)c1C	-13%	?	?	1
COCCCNC(=O)CCSc1ccc(Cl)cc1	2%	5	-2%	-4
Cc1cc(C)nc(NC(=O)CCC2CCCC2)c1	0%	-14	.	9
CCCCn1cnc2c1c(=O)n(CC(=O)c1cc(C)n(C)c1C)c(=O)n2CC(C)C	4%	-28	2%	-1

Entries above with an NH in an aromatic ring:
SMILES	ALOX12 inhib	PNC assembly inh	ALOX15B inhib	IMPase cell inh
Cc1n[nH]c(=S)n1/N=C/c1ccc(OCc2ccc(Cl)cc2Cl)cc1	-5%	?	.	.
COc1ccc(NS(=O)(=O)c2cc([N+](=O)[O-])ccc2N/N=C\c2c(C)[nH]c3ccccc23)cc1	9%	-18	-4%	7
O=c1c2[nH]c3ccc(F)cc3c2ncn1CCN1CCOCC1	-1%	13	-3%	-1
COc1ccc(-c2cc(=O)n(-c3nc4ccccc4[nH]3)[nH]2)cc1	-1%	11	47%[activator]	14
Cc1n[nH]c(=O)nc1NCc1ccco1	10%	-8	-1%	-11
Cc1[nH]c2ccc(C(=O)OCCN(C)C)cc2c1C	4%	?	11%	-1
CCCCn1c(CCC(=O)O)nc2c1c(=O)[nH]c(=O)n2CCC	-2%	-16	3%	2
CC(=O)N(C(C)=O)c1ncc2c([nH]c3ccccc32)c1C#N	3%	?	1%	7
COc1ccc(-n2c(=S)[nH]c3cc(C(=O)NCCCN4CCCC4=O)ccc3c2=O)cc1OC	-4%	2	2%	7
CCOC(=O)c1[nH]nc(N)c1NC(=O)c1ccc(Cl)cc1Cl	-1%	20	.	8
Cn1c(=O)[nH]c(=O)c2c1nc(N1CCc3ccccc3C1)n2CCSc1nc2ccccc2s1	5%	28	0%[2.29 µM]	-3

High-throughput results (PubChem)

Some of the compounds tested. The share of hits here may be higher or lower than overall.
